Screening data from PubChem BioAssay.
NF-kB expr up: raises NF-kB expression in human neuronal cells | fold change at 12.5 µM | AID 1239 | NF-kB reporter expression; hits give high values | hit rate 1.6% among 190,000; in the data active = fold change above about 3.3
PMI act hi M6P: activators of human phosphomannose isomerase at near-saturating mannose 6-phosphate. P34949. coupled PMI enzyme assay, resazurin fluorescence, 20 min; hits give high values; 1 = untreated enzyme, 0 = substrate-free blank. activation factor at 20 µM. hit rate 0.34% among 190,000;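 active = activation factor of 2 or more at 20 µM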
Target sequence (P34949 whole entry, looked up): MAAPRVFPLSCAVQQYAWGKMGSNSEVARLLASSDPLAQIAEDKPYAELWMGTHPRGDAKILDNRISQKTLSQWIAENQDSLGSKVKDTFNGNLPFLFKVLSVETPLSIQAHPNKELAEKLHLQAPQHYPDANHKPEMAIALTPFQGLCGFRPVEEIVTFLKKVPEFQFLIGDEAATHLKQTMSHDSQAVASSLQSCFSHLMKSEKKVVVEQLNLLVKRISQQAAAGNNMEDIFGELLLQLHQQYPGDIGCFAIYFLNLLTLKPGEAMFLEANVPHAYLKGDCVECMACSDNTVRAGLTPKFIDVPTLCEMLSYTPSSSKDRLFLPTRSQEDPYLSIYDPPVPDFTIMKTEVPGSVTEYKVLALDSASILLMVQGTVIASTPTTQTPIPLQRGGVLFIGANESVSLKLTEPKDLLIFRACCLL
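Test system: Human PMI in coupled enzyme assay | Input: 15 ng/mL PMI | Medium: HEPES-buffered pH 7.4 with magnesium and detergent | Compound: One concentration, 20 µM, in 1% DMSO | Incubation: Enzyme reaction with compound 20 min at room temperature | Detection: Diaphorase-driven resazurin-to-resorufin fluorescence, excitation 544, emission 590 nm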
APP 5'UTR act: APP 5'UTR luciferase reporter activation | SH-SY5Y APP 5'UTR luciferase reporter, luminescence; zero percent = DMSO vehicle wells | activation, % at 2 µM | hit rate 1% among 190,000 | AID 1276;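 active = activation above a set limit, based on mean plus 3 SD of controls, cut at about 140% in these data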; also: values of inactives mirror those of a sister screen read the other way
TNAP act hiacc: TNAP (human) activation, high acceptor; purified TNAP, CDP-star luminescence, 1 M DEA, 30 min; hits give high values; 0 = EDTA background, 1 = DMSO-only activity; activation factor at 20 µM; 200,000 tested, under 10 active; AID 1136;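 active = activation factor at least 2 at 20 µM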
Target sequence (P05186 whole entry, looked up): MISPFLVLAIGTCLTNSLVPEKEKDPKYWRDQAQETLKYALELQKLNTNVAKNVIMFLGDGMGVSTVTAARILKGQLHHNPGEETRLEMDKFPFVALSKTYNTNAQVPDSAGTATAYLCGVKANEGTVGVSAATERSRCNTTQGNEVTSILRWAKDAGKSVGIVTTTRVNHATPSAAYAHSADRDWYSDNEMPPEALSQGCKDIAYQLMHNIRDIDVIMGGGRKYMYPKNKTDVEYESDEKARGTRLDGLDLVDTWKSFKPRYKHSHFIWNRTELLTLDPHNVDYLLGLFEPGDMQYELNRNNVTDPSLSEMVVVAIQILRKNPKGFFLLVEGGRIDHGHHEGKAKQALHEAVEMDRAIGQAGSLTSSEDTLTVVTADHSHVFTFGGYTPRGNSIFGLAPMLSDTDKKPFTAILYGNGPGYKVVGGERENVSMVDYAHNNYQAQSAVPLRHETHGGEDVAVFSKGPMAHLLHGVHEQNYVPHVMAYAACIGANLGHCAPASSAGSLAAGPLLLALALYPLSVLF
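Control set: EDTA negative control, DMSO positive control / Assay system: human TNAP / Quantity: TNAP 1/800 final / Evaluation: TNAP activation factor scaled between EDTA and DMSO control wells / Measured by: luminescent substrate turnover signal / Compound dosing: one dose, 20 µM / Times: 30 min enzyme reaction at room temperature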
TNAP inh no acc: inhibitors of human TNAP without phosphate acceptor; AID 1012; inhibition, % at 20 µM; purified TNAP, CDP-star luminescence, 30 min; P05186; hit rate 0.26% among 200,000;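 active = tissue-nonspecific alkaline phosphatase inhibition above about 50% at 20 µM in the single-dose screen, limit read from the data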;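 also: 0% = DMSO negative control and 100% = EDTA positive control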
FLuc inh counter: inhibits firefly luciferase, flagging false hits in luciferase inhibition screens | hit rate 1.5% among 200,000 | AID 1006 | ATPLite firefly luciferase biochemical luminescence, 10 min | inhibition, % at 10 µM | P08659;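 active = inhibition above about 50% when tested at 10 µM, limit read from the data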
bIAP activator: intestinal alkaline phosphatase (bovine) activation | purified bovine IAP, CDP-star luminescence, 30 min; hits give high values; fold of DMSO-control signal, blank-subtracted | hit rate 0.17% among 200,000 | activation factor at 20 µM | AID 1016;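 active = activation factor of 2 or more at 20 µM, a signal rise over negative controls twice the positive control's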
FLuc stim CS: firefly luciferase counter-screen for stimulation assays. activation factor at 10 µM. P08659. ATPlite luciferase biochemical, luminescence, 10 min; 0 = ATP-free wells, 1 = DMSO control. 200,000 tested, under 10 active;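 active = luciferase activation factor, scaled between plate controls, of at least 2 with compound at 10 µM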
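test system = cell-free luciferase reagent | medium = PBS as buffer for the ATP substrate | dosing = test compounds dosed from 2 mM stocks in 100% DMSO | incubation = 10 min at ambient temperature | detection = luminescence measurement of luciferase light output | benchmarks = low control with PBS replacing ATP, high control enzyme plus ATP without compound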
TNAP inh hi DEA: blocks human TNAP under high phosphate acceptor concentration; P05186; inhibition, % at 20 µM; hit rate 0.03% among 200,000; AID 1135; purified TNAP, CDP-star luminescence, 1 M DEA;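 active = over 50% inhibition of tissue-nonspecific alkaline phosphatase at 20 µM in the single-dose screen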;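 also: plate controls were DMSO wells for no effect and EDTA-quenched wells as full inhibition for full effect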
PMI act: phosphomannose isomerase (human) activation. P34949. activation factor at 20 µM. purified human PMI, coupled resazurin fluorescence, 20 min; hits give high values; 1 = vehicle control, 0 substrate-free wells. hit rate 0.005% among 190,000;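 active = activation factor of 2 or more at 20 µM, relative to plate controls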
The depositor's hits bear a star; x = no result given. Not a hit list; about 3.6% have a hit in one of these screens.

SMILES	NF-kB expr up	PMI act hi M6P	APP 5'UTR act	TNAP act hiacc	TNAP inh no acc	FLuc inh counter	bIAP activator	FLuc stim CS	TNAP inh hi DEA	PMI act
CCn1c(SCC(=O)N2CCC(C(N)=O)(N3CCCCC3)CC2)nnc1-c1ccccc1	1.2	1	-3	1	-3	-1	1.4	1	-2	1
COc1ccc(C(c2c[nH]c3ccccc23)c2c[nH]c3ccccc23)cc1O	0.95	0.7	-3	1	13	2	0.9	1	1	0.9
Cc1cc(Br)ccc1OCC(=O)N(Cc1nc(-c2ccccc2)no1)C(C)C	1.1	0.8	2	1.1	-12	-8	1	1.1	-5	0.8
CN1CC2([N+](=O)[O-])CC=C(Oc3ccccc3)C([N+](=O)[O-])(C1)C2 (configuration not stated)	1.1	0.9	18	1	-5	1	1	1	-4	0.9
CCN(CCO)C(=S)Nc1cc(S(=O)(=O)N(C)C)ccc1C	1	1	10	1	3	-6	1	1.1	1	1
Cc1cc(C(=O)COC(=O)c2ccc(N)cc2)c(C)n1-c1c(C)n(C)n(-c2ccccc2)c1=O	1.1	1	-10	1	-8	-2	0.9	1	-1	1
COc1ccc(N2CCN(CCNC(=O)C3CC(=O)N(C4CCCC4)C3)CC2)cc1 (configuration not stated)	1.1	1	-9	1.1	-5	-10	1	1.1	-7	1
O=C1CC(Nc2ccccc2)C(=O)N1Cc1ccccc1 (configuration not stated)	1.3	1	10	1.1	-12	-6	0.6	1.1	-7	1
COc1cc(C(=O)NNC(=S)NCc2ccco2)cc(OC)c1OC	1.1	1	3	1	-146	-8	1.4	1.1	-4	1.1
CC(C)Cn1c(N)c(C(=O)COC(=O)c2ccc(F)cc2)c(=O)n(C)c1=O	0.87	0.9	14	1.1	-8	-3	0.9	1	-6	1
CCc1c(C)sc(NC(=O)c2noc(C)c2[N+](=O)[O-])c1C#N	1.5	1.1	-9	1	8	-1	0.9	1	-1	1
CCOC(=O)c1c(NC(C)=O)sc2c(OCCN(CC)CC)c(Br)ccc12	1.3	0.8	-24	1	-8	-5	0.9	1.1	-1	0.8
CCN(c1ccccc1)S(=O)(=O)c1ccc(Cl)c(NC(=O)CSc2nncs2)c1	0.83	1	12	1	-39	-3	0.9	1	0	0.9
Cc1cccc(C)c1N(CC(=O)N1CCN(c2ccccc2F)CC1)S(C)(=O)=O	0.92	1	5	1	-5	-4	1.1	1	-1	0.9
COc1ccc(S(=O)(=O)Nc2ccc(N3CCOCC3)nc2)cc1	1.2	0.9	-16	1	-10	1	1.1	1	-4	1
CCNc1ccc(S(=O)(=O)N(C)C)cc1NCC(=O)Nc1ccc(F)c(Cl)c1	0.87	0.9	3	1	-4	-2	1	1	1	0.9
Cc1cc(C(=O)OCC(=O)NCc2cccs2)c2ccccc2n1	0.92	1	9	1.1	-11	-5	1.2	1	-5	1
CC(C)(C)c1ccc(/C([O-])=C(/C(=S)NCc2ccco2)[n+]2ccccc2)cc1	0.81	1.3	x	1.1	-13	-4	1	1	-11	1.2
CCc1ccc(S(=O)(=O)NCc2cn3ccsc3n2)s1	0.83	1	-3	1	-10	-6	0.8	1.1	-2	0.9
O=C1OCCN1C(=O)[C@H]1[C@H](c2ccc(F)cc2)C(c2ccc(F)cc2)=NN1c1ccc(Br)cc1	0.65	0.9	10	1	-5	2	1	1	-4	0.9
CC(=O)/C(N=Nc1cc2c(cc1[N+](=O)[O-])OCCO2)=C(\C)O	1.1	1	2	0.8	9	-3	0.9	1	15	0.9
N#CNC(=Nc1cccc(F)c1)SCc1cccc(F)c1	0.56	0.9	-4	1	-4	-4	0.9	1	-4	1.1
Cc1ccc(C)c(N2CCN(C(=O)Cc3ccc(-n4c(=O)[nH]c5ccsc5c4=O)cc3)CC2)c1	0.95	1.1	27	1	-10	1	0.8	1	-2	0.9
CC(=O)c1c(C)[nH]c(C(=O)OCC(=O)NCCc2ccc(Cl)cc2)c1C	0.82	1	5	1	-9	-8	1.1	1.1	-2	1
COc1ccc(CN(C(=O)CSc2nnc(-c3c[nH]c4ccccc34)o2)c2ccc(F)cc2)cc1OC	0.44	0.9	32	1.1	-17	-6	0.9	1.1	-11	0.9

Compounds above with a Cl atom (three):
SMILES	NF-kB expr up	PMI act hi M6P	APP 5'UTR act	TNAP act hiacc	TNAP inh no acc	FLuc inh counter	bIAP activator	FLuc stim CS	TNAP inh hi DEA	PMI act
CCN(c1ccccc1)S(=O)(=O)c1ccc(Cl)c(NC(=O)CSc2nncs2)c1	0.83	1	12	1	-39	-3	0.9	1	0	0.9
CCNc1ccc(S(=O)(=O)N(C)C)cc1NCC(=O)Nc1ccc(F)c(Cl)c1	0.87	0.9	3	1	-4	-2	1	1	1	0.9
CC(=O)c1c(C)[nH]c(C(=O)OCC(=O)NCCc2ccc(Cl)cc2)c1C	0.82	1	5	1	-9	-8	1.1	1.1	-2	1

Remaining list, next part
SMILES	NF-kB expr up	PMI act hi M6P	APP 5'UTR act	TNAP act hiacc	TNAP inh no acc	FLuc inh counter	bIAP activator	FLuc stim CS	TNAP inh hi DEA	PMI act
CC1CC(C)CN(c2cc3c(cc2[N+](=O)[O-])C(=O)N(c2ccccc2)C3=O)C1 (configuration not stated)	0.92	1.1	10	1	8	-8	1	1.1	2	1.1
CCC(=O)c1ccc(OCCN2CCOCC2)cc1	1.2	1	-8	1	-14	-7	1	1.1	-4	0.9
CC(=O)N1CCn2c3c(c4cc(C)ccc42)CCCC31 (configuration not stated)	1.2	1	-3	1	-9	-8	1.1	1.1	-2	1
CCCC(c1nnnn1C(C)(C)CC)N(CCCO)Cc1cc2cc(C)cc(C)c2[nH]c1=O (configuration not stated)	0.68	1	-1	1	-2	-5	0.9	1	-1	0.9
COc1ccc(S(=O)(=O)NCC(=O)N(CC(=O)NCC2CCCO2)c2c(C)cccc2C)cc1 (configuration not stated)	0.86	1	-4	1.1	-14	-7	1.1	1.1	-8	1
CC[N+](CC)(CCO)CCCN1C(=O)C2CC=C(Cl)CC2C1=O (configuration not stated)	1	1	-4	1	-10	0	1	1	-4	1
COc1ccc2[nH]c(=O)c(CN(CCO)S(=O)(=O)c3ccc(C)cc3)cc2c1	0.98	1	30	1	-4	-1	1.1	1	-2	1
O=C(NCCc1c[nH]c2ccccc12)C(=O)NCC(c1ccco1)N1CCN(c2ccccc2F)CC1 (configuration not stated)	1.2	1	-5	1	-18	-6	0.9	1.1	-5	0.8
O=C(O)COc1ccc(/C=N/NC(=O)c2ccccc2Br)cc1	1.4	1	13	1	-7	-6	0.9	1.1	-5	0.9
CS(=O)(=O)n1nc(C(=O)N2CCOCC2)nc1N	1.4	1	-7	1	-1	-2	0.9	1	3	1
OC1(c2ccccc2)c2ccccc2-c2ncccc21 (configuration not stated)	1.1	1	-8	1	-24	-4	0.9	1	-4	0.9
COc1cccc(NS(=O)(=O)c2cc(C)ccc2OC)c1	0.88	1	8	1	-11	-1	1	1	-5	1
O=C(c1ccc(S(=O)(=O)N2CCOCC2)cc1)N(c1ccccc1)C1C=CS(=O)(=O)C1 (configuration not stated)	1	0.9	0	1	-14	-4	1	1	0	0.9
Cc1[nH]nc2c1C1(CCN(C(=O)OCc3ccccc3)CC1)C(C#N)=C(N)O2	1.1	0.9	16	1	2	-4	1	1	-5	0.8
CCC(=O)Nc1nnc(Sc2ccc(N(C)C)cc2)s1	1	0.9	-14	1	-4	-3	1	1	-2	0.9
CC1=C(C(=O)Nc2ccccc2)C(c2ccco2)n2ncnc2N1 (configuration not stated)	1.1	1	-3	1	-7	-2	0.8	1	-1	0.9
Cc1cccc(C(=O)Nc2ccc(CC(=O)O)cc2)c1	0.8	1.1	-5	1.1	-6	19	0.9	0.8	-5	1
COc1ccc(NC(=O)CN2CCN(CC(=O)Nc3ccccc3Cl)CC2)cc1Cl	0.79	1.7	-1	1.1	2	-8	1	1.1	-6	1.3
COC(=O)C1=C(C)N(c2ccc(Cl)cc2)/C(=C/c2ccc(O)cc2)C1=O	1.1	1	31	0.7	28	-7	1	1.1	27	1
O=C(c1ccco1)N1CCN(c2ncnc3sc4c(c23)CCC4)CC1	1	1.2	6	1.1	-11	0	1.1	1	-5	1.2
Cc1cc(C(=O)N2CCCC(C(=O)c3cccc4ccccc34)C2)nc(C)n1 (configuration not stated)	1	0.9	10	1	-2	-2	1	1	-4	0.9
O=C(CSCc1ccc(Cl)cc1Cl)Nc1ccccc1C(=O)Nc1ccc(C(=O)O)cc1	1.2	1.1	14	1	-9	-3	1	1	-2	1.1
COc1ccc(OC)c2[nH]c(=O)c(CCNC(=S)NC(C)(C)C)cc12	1.4	0.8	-14	1	10	-6	0.8	1.1	-3	0.9
O=C(CN(Cc1ccco1)C(=O)Cn1nnc(-c2ccc(F)cc2)n1)NC1CCCC1	1.3	0.9	13	1	2	-8	0.9	1.1	-4	1
Cc1ccc(Cn2nnc3c(=O)n(CC(=O)N4CCN(c5ccccc5)CC4)cnc32)cc1	0.7	0.9	8	1	-6	-2	0.9	1	0	0.9

4 compounds from above, showing only TNAP inh hi DEA and bIAP activator.
Compound | TNAP inh hi DEA | bIAP activator
COC(=O)C1=C(C)N(c2ccc(Cl)cc2)/C(=C/c2ccc(O)cc2)C1=O | 27 | 1
O=C(c1ccco1)N1CCN(c2ncnc3sc4c(c23)CCC4)CC1 | -5 | 1.1
Cc1cc(C(=O)N2CCCC(C(=O)c3cccc4ccccc34)C2)nc(C)n1 (configuration not stated) | -4 | 1
O=C(CSCc1ccc(Cl)cc1Cl)Nc1ccccc1C(=O)Nc1ccc(C(=O)O)cc1 | -2 | 1

Additional compounds
SMILES	NF-kB expr up	PMI act hi M6P	APP 5'UTR act	TNAP act hiacc	TNAP inh no acc	FLuc inh counter	bIAP activator	FLuc stim CS	TNAP inh hi DEA	PMI act
Cc1ccc(C(=O)COC(=O)c2cn3ccccc3n2)cc1	1.7	1.1	13	1	-2	22	1.1	0.8	-3	1.1
CS(=O)(=O)N(CC(=O)NCCSCc1c(F)cccc1Cl)c1ccc2c(c1)OCO2	1.2	1	2	1.1	-12	-4	1	1	-6	0.9
CCN(C(=O)CSc1nc2ccccc2c(=O)n1C(C)COC)C1CCS(=O)(=O)C1 (configuration not stated)	1.4	1	-3	1	-1	-4	1.1	1	0	1
Cc1ccc(C)c(OCC(=O)Nc2cc(C)on2)c1	1.9	1	40	1	-9	0	0.8	1	-4	1
Cc1cnccc1NC(=O)c1cccs1	1	1	11	1	-3	0	0.8	1	-3	0.9
CN(C)/C=N/c1nc2nccc(-c3ccc(Cl)cc3)n2n1	1.1	1.1	-3	0.9	6	4	1	1	9	1.1
COc1ccccc1N1CCN(/N=C/c2cc(OC)c(O)c(OC)c2)CC1	1.1	0.6	-9	1	-13	3	1	1	3	0.6

An excerpt from above in order of the TNAP inh hi DEA value, falling.
molecule,TNAP inh hi DEA
COc1ccccc1N1CCN(/N=C/c2cc(OC)c(O)c(OC)c2)CC1,3
CCN(C(=O)CSc1nc2ccccc2c(=O)n1C(C)COC)C1CCS(=O)(=O)C1 (configuration not stated),0
Cc1ccc(C(=O)COC(=O)c2cn3ccccc3n2)cc1,-3
